OX1R antag-1 = human HCRTR1 antagonism. hit rate 0.43% among 330,000. AID 434989. CHO/OX1R cells, Fluo-8 calcium fluorescence, orexin A. inhibition, % at 5 µM;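 active = inhibition above its plate's threshold, mean inhibition of all tested compounds on the plate plus 3 SD, cut at about 37% in these data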;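 also: 0% = orexin A challenge wells and 100% = SB-334867-A antagonist wells; not every result past the cut was called active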
Target sequence (O43613 whole entry, looked up): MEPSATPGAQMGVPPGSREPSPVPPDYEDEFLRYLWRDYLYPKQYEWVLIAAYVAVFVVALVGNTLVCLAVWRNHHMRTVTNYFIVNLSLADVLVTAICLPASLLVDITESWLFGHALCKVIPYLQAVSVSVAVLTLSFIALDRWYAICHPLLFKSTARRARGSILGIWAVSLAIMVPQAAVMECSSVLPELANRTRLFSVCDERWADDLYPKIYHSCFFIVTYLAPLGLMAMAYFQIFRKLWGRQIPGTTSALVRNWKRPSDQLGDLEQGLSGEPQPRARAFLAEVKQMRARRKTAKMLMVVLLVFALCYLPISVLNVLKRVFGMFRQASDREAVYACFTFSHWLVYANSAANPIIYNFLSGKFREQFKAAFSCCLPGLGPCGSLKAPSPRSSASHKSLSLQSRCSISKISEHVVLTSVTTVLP
OX1R antag-2 = antagonists of human orexin 1 receptor (OX1R); O43613; OX1R-expressing cells, FRET antagonist read-out; inhibition, % at 6.6 µM; hit rate 1.8% among 330,000; AID 485270; in the data active = inhibition mostly above about 38%, no sharp cut-off; inactive = mostly below about 40%;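 also: 0% = agonist challenge alone and 100% = reference antagonist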
STK33 inh = human STK33 kinase inhibition; Q9BYT3; purified STK33, MBP phosphorylation, ADP-Glo luminescence; inhibition, % at 10 µM; hit rate 0.073% among 320,000;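 active = inhibition at or above 25%, using the most active replicate where run in duplicate; inactive = inhibition below 25%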
Target sequence (Q9BYT3 whole entry, looked up): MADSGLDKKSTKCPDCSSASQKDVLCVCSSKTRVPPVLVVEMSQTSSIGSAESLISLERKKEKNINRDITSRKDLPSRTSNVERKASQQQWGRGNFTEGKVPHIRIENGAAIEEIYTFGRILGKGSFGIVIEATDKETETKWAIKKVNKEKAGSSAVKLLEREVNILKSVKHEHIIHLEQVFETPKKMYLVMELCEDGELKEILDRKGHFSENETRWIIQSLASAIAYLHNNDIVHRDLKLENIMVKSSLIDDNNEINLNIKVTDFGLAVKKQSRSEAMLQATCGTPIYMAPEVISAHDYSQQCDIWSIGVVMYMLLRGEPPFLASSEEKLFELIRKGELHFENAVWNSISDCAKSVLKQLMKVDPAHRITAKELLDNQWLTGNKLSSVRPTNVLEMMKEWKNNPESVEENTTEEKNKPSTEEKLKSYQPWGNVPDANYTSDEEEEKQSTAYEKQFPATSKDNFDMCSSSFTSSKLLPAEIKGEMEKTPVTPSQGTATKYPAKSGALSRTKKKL
Numbers without * were called inactive; · = no result given.

Results follow in this order: OX1R antag-1 | OX1R antag-2 | STK33 inh
CCOC(=O)N1CCN(c2cc(C)c(C(C)=O)cc2F)CC1
    1 | 9 | 0.4
Cc1ccc(OCC(=O)N/N=C\c2cn(Cc3ccccc3)c3ccccc23)cc1C
    -2 | 8 | -1.5
O=C(NNC(=O)C(Cl)Cl)c1cnn(-c2ccccc2)c1C(F)(F)F
    -12 | 1 | -0.4
CCC(C(=O)N/N=C/c1cccnc1)c1ccccc1 (stereo not drawn)
    -17 | 6 | -1.1
COC(=O)Oc1ccc(/C=N/NC(=O)CSCc2ccccc2Br)cc1OC
    17 | 46 | 0.7
COc1ccc(S(=O)(=O)/N=C2/NC(=O)/C(=C/c3ccco3)S2)cc1
    16 | 59 | 1.3
Cc1ccc(SCC(=O)NCCCc2ccccc2)cc1
    -3 | 27 | -0.7
COc1cc2c(C(=O)NCCCN3CCN(c4cccc(Cl)c4)CC3)cn(C)c(=O)c2cc1OC
    -24 | 4 | 0.1
COc1cccc(NC(=O)CN(C)C(=O)c2ccc3c(c2)S(=O)(=O)N=C2CCCCCN23)c1
    -16 | 4 | 0.7
O=C1CC(Cc2ccc(Br)cc2)C(=O)N1c1ccccc1 (stereo not drawn)
    -11 | 8 | -1.9
CCOc1ccc(S(=O)(=O)Nc2ccc(C(=O)NCC3(N4CCCCC4)CCCCC3)cc2)cc1
    -16 | 1 | 0.7
CCc1nnc(NC(=O)CN2C(=O)CCC2=O)s1
    -10 | 7 | -1.3
O=C1/C(=C/Nc2ccc3c(c2)OCO3)CCc2ccccc21
    -15 | 46 | 5.1
CCC(=O)Nc1nn(CC(C)C)c2nc3ccc(C)cc3cc12
    -15 | 9 | -0.9
Cc1ccccc1N1CCN(C2CCCN(C(=O)CCC(=O)N(C)C)C2)CC1 (stereo not drawn)
    -25 | 24 | -1.0
CC(C)(C)C(=O)NC1CCN(S(C)(=O)=O)CC1
    -4 | 5 | 1.9
O=C(CN1C(=O)NC2NC(=O)NC21)N/N=C/c1ccccc1F (stereo not drawn)
    -10 | 2 | -0.7
Cc1ccc([C@H]2C(C(=O)O)=CC[C@@H](c3ccc(C)cc3)N2S(=O)(=O)c2ccccc2C)cc1
    0 | 45* | ·
Cc1ccc(N(Cc2ccco2)C(=O)c2ccc(N3CCCCC3)c([N+](=O)[O-])c2)cc1
    -24 | 14 | -1.2
O=C(NCc1ccccc1)c1ccc(CS(=O)(=O)Cc2ccccc2F)o1
    -24 | 13 | -0.3
COc1ccc(OC)c(S(=O)(=O)Nc2ccccc2C(=O)O)c1
    -11 | 20 | -0.2
Cc1cc(C)c(NC(=O)Cn2nc(-c3ccccc3)nc2-c2ccccc2)c(C)c1
    -15 | 19 | -2.5
CCOP(=O)(OCC)c1nc(-c2cccc3ccccc23)oc1N1CCOCC1
    -21 | 12 | -0.3
O=C1/C(=C\c2ccccc2)SC(=S)N1CCC(=O)N1CCCCC1CCO (stereo not drawn)
    -10 | 10 | -0.3
CN(C)C(CNC(=O)CCc1c[nH]c2ccccc12)c1ccccc1 (stereo not drawn)
    -10 | 4 | -1.4
Cc1ccccc1CN1CCC(n2nccc2NC(=O)c2cccnc2)CC1
    -15 | 8 | -1.1
CCC1c2ccc(C)n2CCN1C(=O)Nc1cc(Cl)ccc1OC (stereo not drawn)
    -31 | 10 | -0.3
CCCn1nnnc1SCC(=O)NCc1ccc2c(c1)OCO2
    -8 | 6 | -0.8
COc1ccc(C2c3c(ccc4ccccc34)Oc3ncn4nc(Cc5ccc(OC)c(OC)c5)nc4c32)cc1 (stereo not drawn)
    -30 | -2 | 6.8
COC(=O)c1ccc(OCC(O)CN2C(=O)c3ccccc3C2=O)cc1 (stereo not drawn)
    -31 | 1 | -0.3

Entries above with two or more sulfur atoms (2):
Results follow in this order: OX1R antag-1 | OX1R antag-2 | STK33 inh
COc1ccc(S(=O)(=O)/N=C2/NC(=O)/C(=C/c3ccco3)S2)cc1
    16 | 59 | 1.3
O=C1/C(=C\c2ccccc2)SC(=S)N1CCC(=O)N1CCCCC1CCO (stereo not drawn)
    -10 | 10 | -0.3

2 successive compounds out of the list so far:
Results follow in this order: OX1R antag-1 | OX1R antag-2 | STK33 inh
CC(C)(C)C(=O)NC1CCN(S(C)(=O)=O)CC1
    -4 | 5 | 1.9
O=C(CN1C(=O)NC2NC(=O)NC21)N/N=C/c1ccccc1F (stereo not drawn)
    -10 | 2 | -0.7

(list continues)
Results follow in this order: OX1R antag-1 | OX1R antag-2 | STK33 inh
Cc1nnc(SCC(=O)N(C(C)C)C(C)C)nc1C
    -19 | 11 | -0.7
CCc1ccc(N=CC23c4ccccc4C(c4ccccc42)C2C(=O)N(c4ccc(OC)cc4)C(=O)C23)cc1 (stereo not drawn)
    -18 | 11 | -1.5
CN(C)CCOCCOc1ccc(Cl)c2ccccc12
    -15 | -7 | 0.0
COc1ccc(N(CC(=O)Nc2cccc(N(C)S(C)(=O)=O)c2)S(=O)(=O)c2ccc(F)cc2)cc1
    4 | 32 | -0.3
CC(=O)NC1=NN(C(C)=O)C(C)(c2cccs2)S1 (stereo not drawn)
    -8 | 12 | -0.3
Cc1nnc(NC(=O)CSc2cn(CCNC(=O)c3ccccc3)c3ccccc23)s1
    -22 | 4 | 0.0
O=C(CS(=O)(=O)c1c[nH]c2ccccc12)NC1CCCCC1
    -20 | 17 | -0.7
CCCCC(CC)C(=O)Nc1cc(C(=O)NCc2ccc(C)cc2)ccc1N1CCC2(CC1)CC(c1cccc(Br)c1)=NO2 (stereo not drawn)
    -36 | 18 | -1.9
COc1ccc(CNC(=O)/C(C)=C\C(=O)O)cc1
    -7 | 11 | 0.9
O=C(Nc1ccccc1)[C@@H]1CC=C[C@@H]2CCN(Cc3ccccc3)C(=O)[C@@H]21
    28 | 83* | 0.7
CC1=NC(=O)C(N=Nc2cccc(O)c2)N1c1ccccc1 (stereo not drawn)
    -9 | 18 | -1.2
COc1ccc(C(=O)Nc2c(F)c(F)c(F)c(F)c2F)c(OC)c1
    -27 | 36 | 2.9
O=c1c2ccccc2ncn1-c1ccccc1F
    -4 | 15 | -1.7
COc1ccc(-c2nc(CS(=O)(=O)CC(=O)NC3CCCCC3C)c(C)o2)cc1 (stereo not drawn)
    -37 | 23 | -0.7
Cc1c(Cl)cccc1Nc1nc(N)nc(CN2CCc3ccccc3C2)n1
    -24 | 19 | -2.4
COc1ccc(-c2[nH]n(-c3ccc([N+](=O)[O-])cc3)c(=O)c2C=NCC2CCCO2)cc1 (stereo not drawn)
    -4 | 5 | -0.3
CCC1=Nc2cc(C(=O)NCC3CCCO3)ccc2Sc2ccc(Cl)cc21 (stereo not drawn)
    -31 | 11 | -0.3
Cc1ccc(-n2c3c(c(=O)[nH]c2=O)C(NS(=O)(=O)c2ccc(Cl)cc2)(C(F)(F)F)C(=O)N3)cc1 (stereo not drawn)
    -4 | 3 | -1.1
COc1ccc(C)cc1NC(=S)NNC(=O)c1ccccc1Cl
    -13 | 6 | -0.8
O=C(Cc1ccc(F)cc1)Nc1cccc(S(=O)(=O)N2CCCC2)c1
    -11 | 14 | -0.2
COc1ccc(NC(=O)/C(N=Nc2cc(S(=O)(=O)Nc3ccc(OC)cc3)ccc2OC)=C(\C)O)cc1
    -19 | 15 | -0.9
Cc1cccc(OCCCn2c(=O)oc3ccccc32)c1
    -10 | 8 | -0.6
Cc1ccc2cc(C)c3nnc(SCC(=O)NCc4ccco4)n3c2c1
    -11 | -1 | -0.6
COc1cc(NC(=O)C2=CC(c3ccco3)=NS(=O)(=O)N2C)cc(OC)c1OC
    -8 | 13 | -1.1
COc1ccccc1C/C(N)=N/OC(=O)COc1ccc2ccccc2c1
    1 | 16 | 1.5
O=C1Nc2ccc(S(=O)(=O)N3CCCC3)c3ccc(S(=O)(=O)N4CCCC4)c1c23
    -22 | 4 | 4.9
O=C(NCCc1ccccc1Cl)C1CCC(=O)N(CC2CCCCC2)C1 (stereo not drawn)
    -11 | 15 | 4.1
Cc1nnn(C23C[C@@H]4C[C@@H](CC(C(=O)N5CCN(c6ccccc6)CC5)(C4)C2)C3)n1
    0 | 4 | 0.0
O=C1CN(C(=O)CNCc2ccc(Cl)cc2)c2ccccc2N1
    -11 | 8 | -1.0
O=C(N/C(=C/c1cccc([N+](=O)[O-])c1)C(=O)N1CCCCC1)c1ccco1
    -20 | 18 | -0.3
CCOC(=O)C1CCCN(C(=O)c2ccc(Cl)c(S(=O)(=O)N3CCCCCC3)c2)C1 (stereo not drawn)
    -29 | 9 | -2.1
FC(F)(F)c1cccc(Cn2cnc(NC(=S)NCCc3ccccc3)n2)c1
    -39 | 3 | -2.2
O=C(NNC(=S)NC(=O)c1cccnc1)c1ccc(F)cc1
    -5 | 11 | -0.8
CSC1=NCCN1C(=O)COc1ccc2ccccc2c1
    -19 | 18 | -0.5
COCCNC(=O)CS(=O)(=O)Cc1nc(-c2ccc(C)cc2)oc1C
    -23 | 12 | 0.4
Cc1cc(OC(C)C(=O)NCc2ccccn2)c2c(C)c(C)c(=O)oc2c1 (stereo not drawn)
    -23 | 4 | 0.5
CN(C(=O)CCCN1C(=O)c2ccccc2C1=O)C1CCCCC1
    -9 | 4 | -0.2
COC(=O)c1cccc(NC(=O)CCCOc2ccccc2)c1
    -15 | 13 | -0.6
CCCCCNCc1ccc(Br)cc1
    -15 | 15 | -0.7
Cc1onc(-c2c(F)cccc2Cl)c1C(=O)N=C(N)N1CC(C)OC(C)C1 (stereo not drawn)
    -7 | -1 | -1.0
Cc1cc(NC(=O)c2ccc(F)cc2)n(CCOC(=O)c2ccc(F)cc2)n1
    -12 | 25 | -0.9
Cc1ccccc1CN1C[C@@H]2C[C@@H](c3cn[nH]c3-c3ccc(F)cc3)N3CCC[C@@]23C1=O
    -24 | 19 | -0.7
Cc1ccccc1OCC(=O)NC(=S)Nc1ccccc1N1CCN(S(C)(=O)=O)CC1
    -27 | 24 | -0.1
O=C(CCS(=O)(=O)c1ccccc1)Nc1ccc(-c2nc3ccccc3s2)cc1
    -19 | 13 | 1.0
O=C(Oc1ccc(Oc2ccccc2)cc1)N1CCC(O)CC1
    1 | -3 | -2.5
CCOc1ccc(/C=N/NC(=O)c2c(-c3ccccc3)noc2C)cc1
    -14 | 14 | -1.0
Cc1c(OCc2ccc([N+](=O)[O-])cc2)ccc2c3c(c(=O)oc12)CCC3
    -16 | 24 | -2.0
CN(CC(=O)Nc1ccc(F)c(F)c1F)C(=O)C1CCCC1
    -3 | 1 | ·
COc1ccc(C(=O)Nc2cccc3c2CCCC3)c(OC)c1
    18 | 57* | -0.9
O=C(N/N=C/c1ccc(Sc2nc3ccccc3s2)c([N+](=O)[O-])c1)c1ccccn1
    -28 | 17 | -0.5
O=C(N/N=C/c1ccncc1)c1cccc(NC(=O)c2ccc(Cl)cc2)c1
    -13 | 9 | -3.5
CCOc1ccc(C(=O)CCC(=O)NNC(=O)CCN2CCN(c3ccccc3)CC2)cc1
    -28 | 7 | -2.4
Cc1occc1C(=O)N1CCN(c2ccc([N+](=O)[O-])cc2)CC1
    -9 | 34 | -0.9
NC(=O)C(=O)N/N=C1\CCc2ccccc21
    -8 | 14 | -0.1
NC(=O)N/N=C/c1ccc(OCc2cccc(Cl)c2)cc1
    -8 | -1 | -0.7
N=C1C(c2ccc(Br)cc2)=C(O)C2CCc3ccccc3N12 (stereo not drawn)
    -7 | -2 | -3.2
CCOC(=O)c1ccc(N2C(=O)CC(Nc3ccc(CCO)cc3)C2=O)cc1 (stereo not drawn)
    -13 | 5 | -0.4
O=C(CN1C(=O)NC2(CCCC2)C1=O)OCc1cccc(Br)c1
    -4 | 1 | -0.1
COc1cc(C2CC(=O)Nc3n[nH]c(-c4ccccc4)c32)cc(OC)c1OC (stereo not drawn)
    -8 | 4 | -1.3
CC(=O)Nc1cccc(-c2csc(Nc3ccc(Cl)cn3)n2)c1
    -43 | 21 | -0.1

Continued.
Results follow in this order: OX1R antag-1 | OX1R antag-2 | STK33 inh
FC(F)(F)c1ccc(Cl)c(N/N=C/c2ccc(N3CCOCC3)s2)c1
    4 | 24 | -0.9
CCNC(=O)Nc1cc(S(=O)(=O)Nc2ccc(OC)cc2)ccc1N1CCOCC1
    41* | 12 | -0.8
COc1ccc(Cl)cc1-c1nc(SCC(=O)NC2CCS(=O)(=O)C2)n[nH]1 (stereo not drawn)
    -8 | 1 | 2.4
O=C(O)c1cccc(NC(=S)N/N=C/c2c[nH]c3ccccc23)c1
    -3 | 19 | 1.1
COc1ccccc1Cc1nc(-c2ccc(C)cc2)no1
    -13 | 14 | -1.2
O=C(NCCC(=O)N1CCCC1)c1ccccc1Cl
    7 | 14 | -0.6
O=C(CN1CCN(C(=O)c2ccco2)CC1)Nc1ccc(Br)cc1
    -9 | 5 | -0.7
CCSc1nnc(NC(=O)CSc2nncc(=O)n2N)s1
    -14 | 31 | -1.3
COC(=O)c1ccc(/C=N/OCC(=O)NCCc2ccc(OC)c(OC)c2)cc1
    2 | 45* | -1.1
O=C(CCCc1nc(-c2ccc(Cl)cc2)no1)NC1CCCCC1
    -8 | 22 | 1.0
CCOc1ccc(N(CC(=O)NC2CCCC2)C(=O)CCC(=O)Nc2nc(C)cs2)cc1
    -17 | 4 | -0.3
CCOC(=O)c1ccccc1NC(=O)COC(=O)C(CC(C)C)NC(N)=O (stereo not drawn)
    -40 | 5 | -0.4
CC(C)C(OC(=O)c1cc2c(s1)CCCCC2)C(=O)NC(N)=O (stereo not drawn)
    -18 | 10 | -1.1
CC(=O)C1CCN(Cc2ccccc2)CC1
    -9 | 12 | -0.9
O=C(C#Cc1ccccc1)c1ccco1
    25 | 23 | 0.0
CN(C)NC(=S)Nc1cccc(Cl)c1
    -13 | 0 | -2.5
O=C1OCc2ccc(NC(=O)C3CC3)cc21
    -10 | 10 | -0.1
Cc1cccc(CSc2ccc3nnc(-c4ccccn4)n3n2)c1
    -16 | 14 | 0.3
